# Bioassay records from PubChem BioAssay.
# OTUD3 block = inhibitors of human OTUD3 deubiquitinase. Q5T2D3. purified OTUD3, Ub-rhodamine fluorescence, 2 h. inhibition, % at 25 µM. 47,000 tested, 0.7% active
# Target sequence (Q5T2D3 whole entry, looked up): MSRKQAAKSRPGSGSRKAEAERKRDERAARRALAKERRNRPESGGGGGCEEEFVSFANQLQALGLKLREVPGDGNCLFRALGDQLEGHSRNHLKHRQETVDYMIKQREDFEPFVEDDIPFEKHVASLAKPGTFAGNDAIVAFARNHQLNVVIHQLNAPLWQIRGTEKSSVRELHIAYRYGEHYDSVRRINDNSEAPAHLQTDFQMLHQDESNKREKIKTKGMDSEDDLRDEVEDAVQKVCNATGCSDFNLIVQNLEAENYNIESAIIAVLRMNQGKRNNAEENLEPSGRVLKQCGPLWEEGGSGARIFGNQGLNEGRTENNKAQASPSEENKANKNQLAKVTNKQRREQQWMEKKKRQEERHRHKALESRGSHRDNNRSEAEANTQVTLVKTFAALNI
# UCHL1 block = blocks human UCHL1 ubiquitin-rhodamine cleavage. 47,000 tested, 0.2% active. P09936. inhibition, % at 20 µM. AID 1645859. purified UCHL1, Ub-rhodamine cleavage fluorescence
# Target sequence (P09936 whole entry, looked up): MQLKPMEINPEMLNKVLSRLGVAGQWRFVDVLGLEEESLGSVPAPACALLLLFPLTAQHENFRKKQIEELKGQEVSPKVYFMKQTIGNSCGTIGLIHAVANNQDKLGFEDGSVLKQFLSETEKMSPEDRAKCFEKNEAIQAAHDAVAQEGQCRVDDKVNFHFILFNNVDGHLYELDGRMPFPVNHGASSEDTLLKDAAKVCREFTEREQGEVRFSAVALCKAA
# USP17 block = blocks human USP17 ubiquitin-rhodamine cleavage; inhibition, % at 50 µM; 47,000 tested, 6.5% active; A8MUK1; purified USP17, Ub-rhodamine cleavage fluorescence, 3 h; AID 1645855
# USP28 block = blocks human USP28 ubiquitin-rhodamine cleavage; inhibition, % at 25 µM; purified USP28, Ub-rhodamine cleavage fluorescence, 30 min; 47,000 tested, 3% active; AID 1645857
# USP7 inh = blocks human USP7 ubiquitin-rhodamine cleavage; Q93009; AID 1645854; 47,000 tested, 0.3% active; inhibition, % at 20 µM; purified USP7, Ub-rhodamine cleavage fluorescence
# USP8 inh = blocks human USP8 ubiquitin-rhodamine cleavage; P40818; purified USP8, Ub-rhodamine cleavage fluorescence, 30 min; inhibition, % at 20 µM; 47,000 tested, 4.2% active
# USP10 inh = human USP10 deubiquitinase inhibition. inhibition, % at 20 µM. AID 1645856. purified USP10, Ub-rhodamine fluorescence, 60 min. Q14694. 47,000 tested, 1.1% active
# USP30 inh = blocks human USP30 ubiquitin-rhodamine cleavage | purified USP30, Ub-rhodamine cleavage fluorescence | 47,000 tested, 5.3% active | Q70CQ3 | AID 1645860 | inhibition, % at 25 µM
# * = called active by the depositor; i = inactive; . = not tested or not shown. Cut-off read from the data, not from the text of the source: active = inhibition above about 30%; inactive = the rest.
SMILES,OTUD3 block,UCHL1 block,USP17 block,USP28 block,USP7 inh,USP8 inh,USP10 inh,USP30 inh
CC1NC(=O)[C@H]2C[C@H](C(=O)Nc3ccc(F)cc3)[C@@H]1N2Cc1ccccc1 (stereo partly specified),-5,-6,-8,-3,-32,-3,-2,-24
Cc1ccccc1CNCc1c(C(=O)O)c(C)n(-c2ccccc2)c1C,-11,-1,3,-3,-1,11,-4,-39
Cc1cccc(NC(=O)Cn2c(C)cc(=O)n3nc(-c4cccs4)nc23)c1,11,2,47*,3,3,0,-2,10
CC(=O)N1CCC2(CC1)CC1(CCN(C(=O)N(C)C)CC1)C(=O)N2C,14,2,-13,5,2,-131,3,15
COc1ccc(-c2ccc(CCC(=O)Nc3cccc4ccccc34)o2)cc1,4,-3,.,-2,0,7,5,7
COc1ccccc1-n1ccnc(NC(=O)c2ccc(F)cc2)c1=O,0,-2,-2,-2,-2,-17,2,-2
COc1ccc2c(C)c(CC(=O)N3CCC4(O)CCCCC4C3)c(=O)oc2c1 (stereo unspecified),-10,-3,-9,-8,-13,-3,-3,-6
COc1ccc(-n2c(SCC(=O)N3CCCC3)nc3n[nH]c(C)c3c2=N)cc1,-4,0,17,-4,3,-1,0,-11
c1ccc(CN2CCCn3cnc(Cn4ccnc4)c3C2)nc1,-1,-5,-19,-6,-3,-184,0,-1
COc1cccc(CNC(=O)CCC2=NS(=O)(=O)c3ccc(C)cc3N2)c1,0,-1,0,-5,0,12,3,-1
Cc1nnc(-c2c(C)[nH]c(C)c2S(=O)(=O)NCc2ccccc2)o1,-8,-2,-15,-32,0,-3,2,-18
O=C(c1cc2cn(C3CC3)cc2s1)N1CCCN(c2ncccn2)CC1,-23,-6,28,-17,-14,83*,-4,-78
Cc1noc(C)c1COc1ccc(CC(=O)Nc2ccc3[nH]c(=O)[nH]c3c2)cc1,0,-4,3,-12,1,0,2,-1
Cc1cccc(NC(=O)c2ccn(COc3ccc(F)cc3)n2)n1,0,1,17,10,3,0,4,4
COC(=O)c1ccc(NC(=O)CSc2cn(CC(=O)N3CCOCC3)c3ccccc23)cc1,3,3,1,2,3,16,-2,0
Cc1noc(-c2ccc(S(=O)(=O)N3CCOCC3)o2)c1C,-2,-3,-1,-9,-7,5,-1,-8
Cc1cccc(-c2cc(CC3(C(=O)O)CCCN(C(=O)C4CC4)C3)on2)c1 (stereo unspecified),-8,-2,0,-2,1,0,0,-18
Cc1cc(C(F)(F)F)n2nc(C(=O)N3CCn4ncnc4C3)cc2n1,2,-1,8,-5,-5,11,1,15
O=C(Cn1c(=O)cnc2ccccc21)NCCc1ccc(Cl)cc1Cl,3,1,6,0,-4,13,3,5
COc1ccc2c(c1)CCc1c-2nc2ccccc2c1N1CCOCC1,7,4,-5,3,3,5,1,-21
Cc1nnc(SC(C)C(=O)c2ccc(NS(C)(=O)=O)cc2)n1Cc1ccccc1 (stereo unspecified),14,1,18,7,4,21,4,23
CC1CCN(C(=O)c2ccc(-n3cc(CNC(=O)C4CC4)cn3)cc2)CC1,-7,0,-11,-9,-1,0,-3,-7
c1ccc(CCNc2nn3c(-c4ccc5ccccc5c4)cnc3s2)nc1,-11,7,-4,-6,8,-11,10,0
Cc1ccc(N2C(=O)c3ccccc3C2Nc2ccc(Br)cc2)nc1 (stereo unspecified),0,1,9,11,8,7,0,11
Cn1ncc2c(C(=O)Nc3[nH]ncc3Cl)cc(C3CC3)nc21,3,-5,-28,.,0,-14,-5,.

# An excerpt from above in order of count of non-hydrogen atoms, low to high:
SMILES,OTUD3 block,UCHL1 block,USP17 block,USP28 block,USP7 inh,USP8 inh,USP10 inh,USP30 inh
Cc1cc(C(F)(F)F)n2nc(C(=O)N3CCn4ncnc4C3)cc2n1,2,-1,8,-5,-5,11,1,15
O=C(c1cc2cn(C3CC3)cc2s1)N1CCCN(c2ncccn2)CC1,-23,-6,28,-17,-14,83*,-4,-78
COc1cccc(CNC(=O)CCC2=NS(=O)(=O)c3ccc(C)cc3N2)c1,0,-1,0,-5,0,12,3,-1
Cc1noc(C)c1COc1ccc(CC(=O)Nc2ccc3[nH]c(=O)[nH]c3c2)cc1,0,-4,3,-12,1,0,2,-1

# Following part
SMILES,OTUD3 block,UCHL1 block,USP17 block,USP28 block,USP7 inh,USP8 inh,USP10 inh,USP30 inh
Cc1ccccc1NC(=O)Cn1c(C)ncc(C(=O)NC2CC2)c1=O,4,0,2,2,4,3,-1,9
Cc1nc(SCC(=O)Nc2ccc3c(c2)OCO3)c2oc3ccccc3c2n1,1,1,7,3,1,20,-4,-14
CO[C@H]1CC[C@H](O)c2c1oc1c3c4c(c(O)c1c2=O)-c1c(cc2c(Cl)c(C)n(N)c(=O)c2c1O)C[C@@H]4OCO3,44*,10,62*,59*,3,26,23,1
CC1(c2ncc(CNC(=O)c3ccn[nH]3)cn2)CCCCO1 (stereo unspecified),0,0,0,5,3,-3,-2,-3
O=C(/C=C/c1c(F)cccc1Cl)N1CCc2ccccc2C1,30,6,75*,43*,0,93*,9,29
COC(=O)c1ccc(NC(=O)c2ccccc2)o1,4,3,7,.,0,3,0,.
CCOC(=O)c1cc(-c2csc(-c3ccc(Cl)cc3)n2)on1,15,1,8,13,0,-11,6,16
CCc1nnc(SCC(=O)Nc2ccc(N3CCOCC3)cc2)n1CC(C)C,-1,-1,3,10,2,1,6,8
CC(C)(C)c1cc2nc(C3CCN(Cc4ccccn4)CC3)cc(N)n2n1,-18,-5,-40,-24,-5,-55,-5,-57
O=C(Cc1ccccc1)NCC(=O)N1CCC2(CC1)NCCc1[nH]cnc12,-11,-2,-11,-23,-1,18,-6,-35
COCCCNC(=O)c1ccc(Cn2c(=O)c3ccccc3n(CC(=O)N3CCN(c4ccccc4)CC3)c2=O)cc1,-5,5,-3,-12,1,0,19,-21
COc1ccc(CNC(=O)c2snc(-c3ccccn3)c2N)cc1,7,6,26,26,3,13,1,27
Cc1cccc(N2C(=O)N(c3cccc(Cl)c3)C3CS(=O)(=O)CC32)c1 (stereo unspecified),0,0,0,-4,0,-5,0,19
COc1cc(OC)c(NS(=O)(=O)c2ccc(Cl)c(C(=O)OC(C)C(=O)N3CCCC3)c2)cc1Cl (stereo unspecified),0,0,12,4,5,20,-1,12
Cc1cccc(NC(=O)c2cccc(N3C(=O)CCS3(=O)=O)c2)c1,8,1,4,-1,3,19,0,15
O=C(c1cnccn1)N1C[C@H]2C[C@H]3[C@](C1)(CN(Cc1ccc(Cl)cc1)S3(=O)=O)O2,16,2,0,9,-6,-65,4,16
Cc1ccc(NC(=O)CCc2nc(-c3cccnc3)no2)cc1C,-7,-6,-12,-3,-5,-12,-3,-27
CCC(=O)N1Cc2ccccc2CC2(CCN(Cc3ccccc3)C2)C1 (stereo unspecified),-31,-3,-47,-36,-2,-101,-10,-57
CS(=O)(=O)N(CC(=O)Nc1ccc(F)c(F)c1)c1ccc2c(c1)OCO2,0,1,-6,.,-19,2,1,.
CCN1CC2(CC1=O)CN(C(C)=O)CCN(C(=O)c1ccc(OC)cc1)C2 (stereo unspecified),-8,-4,-8,-3,0,-18,-6,-13
O=C(Cc1ccc(S(=O)(=O)N2CCOCC2)s1)NCc1cccc(Cl)c1,-25,-20,6,-36,-30,40*,-6,-260
CCCOc1ccc(-c2ccc(-c3noc(-c4cccnc4)n3)cc2)cc1,7,2,19,3,3,16,2,24
CCc1ccc(NC(=O)Cn2c(-c3cnccn3)nc(C)c(C)c2=O)cc1,9,5,22,14,1,7,-3,18
COc1cc2c(cc1OC)-c1c(c(C(=O)NC3CC3)nn1-c1ccccc1F)C2,4,5,0,4,2,2,0,11
Cc1cccc(NC(=O)Cn2cc(-c3nc(C4CC4)no3)ccc2=O)c1,9,3,6,1,7,13,4,-11

# Records listed so far marked active in USP17 block:
SMILES,OTUD3 block,UCHL1 block,USP17 block,USP28 block,USP7 inh,USP8 inh,USP10 inh,USP30 inh
Cc1cccc(NC(=O)Cn2c(C)cc(=O)n3nc(-c4cccs4)nc23)c1,11,2,47*,3,3,0,-2,10
CO[C@H]1CC[C@H](O)c2c1oc1c3c4c(c(O)c1c2=O)-c1c(cc2c(Cl)c(C)n(N)c(=O)c2c1O)C[C@@H]4OCO3,44*,10,62*,59*,3,26,23,1
O=C(/C=C/c1c(F)cccc1Cl)N1CCc2ccccc2C1,30,6,75*,43*,0,93*,9,29

# (listing goes on)
SMILES,OTUD3 block,UCHL1 block,USP17 block,USP28 block,USP7 inh,USP8 inh,USP10 inh,USP30 inh
O=C1C=C(O)c2c(O)cc(O)cc2C1=O,99*,94*,99*,99*,85*,82*,79*,100*
CCn1cc(C(=O)Nc2ccccc2C)c(=O)c2ccc(C)nc21,-18,-6,-11,-31,-1,-13,-3,-148
CCOC(=O)C1=C(COc2ccc(C(=O)CC)cc2)NC(=O)NC1C (stereo unspecified),-4,-2,5,0,0,-4,2,25
O=S(=O)(c1ccc(S(=O)(=O)N2CCN3CCCC3C2)cc1)N1CCOCC1 (stereo unspecified),-5,-5,-9,-4,7,-36,-2,6
CN1C(=O)COc2ccccc2C/C=C/C[C@@H]2[C@H]1CCCN2C(=O)CCCn1cncn1,0,-2,0,-3,-1,1,2,1
COc1ccc(N=c2oc3ccccc3cc2C(=O)Nc2ccncc2)cc1OC,4,-24,10,4,2,8,-7,16
Cn1nccc1C(=O)N1CCN(c2ncnc3c2CCC3)CC1,4,1,6,3,6,9,0,6
Cc1ccc(NC(=O)c2cnc3c(c2)c(=O)n(C)c(=O)n3C)cc1,-4,2,62*,0,2,1,1,19
COc1ccc2[nH]c(C(=O)N3CCN(C(=O)c4ccccc4)CC3)cc2c1,-5,0,-9,-4,-3,-17,-5,-9
CC1CCN(S(=O)(=O)c2ccc3c(c2)CCCC(=O)N3CC(=O)N2CCCC2)CC1,-5,-3,-6,-4,2,-16,0,-76
Cn1cc(C(=O)Nc2cccnc2)c2nn(-c3ccccc3)c(=O)c-2c1,12,2,17,14,7,31*,3,29
Cc1ccc(-c2nnn(CC(=O)N(c3ccc(C4CCCCC4)cc3)C(C(=O)NC3CCCCC3)c3ccc(F)cc3)n2)o1 (stereo unspecified),6,-6,33*,-6,6,0,5,-18
O=C(NC1CCCC1)C(c1ccncc1)N(C(=O)c1ccco1)c1ccc2c(c1)OCCO2 (stereo unspecified),4,3,25,6,-3,48*,-6,5
O=C(NCCCS(=O)(=O)N1CCN(c2ncccn2)CC1)c1cccc(F)c1,1,3,0,2,0,-4,0,-14
O=C(COc1ccc2ccccc2c1)NCc1nnnn1-c1ccc(F)c(F)c1,-4,0,48*,2,2,-22,2,9
Cc1ccc(S(=O)(=O)CCN2C=CC(C(F)(F)F)=NCC2)cc1,-1,1,0,6,5,2,-2,2
CNc1nc(C2CCCCN2C(=O)c2ccccc2)nc2c1CCN(C(C)=O)C2 (stereo unspecified),-49,-1,0,-7,-5,0,0,-2
Cc1nc2ccccc2n1CC(O)c1ccccc1 (stereo unspecified),-5,0,2,-2,0,-7,-4,0
CCOC(=O)c1sc2c(c1C)c(=O)n(C)c(=O)n2CC(=O)N1CCOCC1,-2,1,10,0,0,7,3,4
Cc1ccc(NS(=O)(=O)c2cc(C(=O)N3CCCC3)n(C)c2C)cc1C,4,2,1,10,6,11,1,18
Cc1c(C(=O)O)c(O)cc2c1C(=O)c1c(O)cccc1C2=O,6,-144,10,0,-136,-297,-3,-205
O=C1CCC[C@]2(CN(C(=O)C3CC3)C[C@H]2c2ccccc2F)N1,0,-2,0,-3,0,11,0,10
Cc1cccc(C(C)C)c1NC(=O)COC(=O)c1cc2ccccc2oc1=O,-3,0,-5,-5,-1,-3,0,1
CCS(=O)(=O)N1CCCc2ccc(NS(=O)(=O)c3ccc4c(c3)OCCO4)cc21,-6,-1,-13,-8,5,0,-1,-28
O=C(CC1CCN(C(=O)C2CCCCC2)CC1)N1CCN(c2ccccc2)CC1,-6,-3,-11,-6,-6,-14,-3,-26

# The list goes on.
SMILES,OTUD3 block,UCHL1 block,USP17 block,USP28 block,USP7 inh,USP8 inh,USP10 inh,USP30 inh
COc1cccc(N2CCN(CC(O)c3ccc4c(c3)OCO4)CC2)c1 (stereo unspecified),6,2,0,2,1,-13,1,10
Cn1nnc2c(NCc3ccc4c(c3)OCO4)ncnc21,-4,-4,-3,-3,-2,2,-3,4
Cc1nc(-c2csc(S(=O)(=O)NC3CC3)c2)no1,6,-2,2,5,4,-16,0,16
O=C(C1CCCC1)N1CCCC(c2nc(N3CCOCC3)ncc2-c2ccncc2)C1 (stereo unspecified),-8,-3,-1,-5,1,0,1,-10
Cc1cc(Nc2ncc(Cl)cc2Cl)n(-c2ccccc2)n1,-5,1,-11,1,-151,-13,0,-2
CCOc1ccc(C2CCCN2Cc2nc(N)nc(Nc3ccccc3)n2)cc1 (stereo unspecified),-203,-144,-168,-246,-117,-147,-9,i
O=C(NCc1ccccc1)c1ccc2c(=O)n(-c3ccccc3)c(=O)[nH]c2c1,18,3,66*,17,9,13,17,21
Cc1ccccc1NC(=O)Cn1c(C)cc(=O)n2nc(C3CCCCC3)nc12,16,3,3,8,-41,1,0,18
